# Assay outcomes as filed in PubChem.
# FBA Mtb inh = Mtb FBA enzyme inhibitors, primary screen, biochemical, fluorescence, strain H37Rv | inhibition, % at 1 µM | purified M. tuberculosis FBA, fluorescence read-out | actives 2.3% (n = 360,000); in the data active = inhibition above about 27%;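 note: 0% = vehicle and 100% = reference inhibitor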
# Target sequence (P9WQA3 whole entry, looked up): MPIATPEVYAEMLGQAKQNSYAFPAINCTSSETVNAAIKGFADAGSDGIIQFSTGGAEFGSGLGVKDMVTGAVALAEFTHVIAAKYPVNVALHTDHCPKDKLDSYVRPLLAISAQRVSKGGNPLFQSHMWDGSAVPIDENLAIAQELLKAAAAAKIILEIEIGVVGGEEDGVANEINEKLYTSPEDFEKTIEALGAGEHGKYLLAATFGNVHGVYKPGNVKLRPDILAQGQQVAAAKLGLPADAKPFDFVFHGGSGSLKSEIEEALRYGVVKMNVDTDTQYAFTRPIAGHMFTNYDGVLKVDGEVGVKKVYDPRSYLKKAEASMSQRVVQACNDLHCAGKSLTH
# FadD28 FP inh = inhibitors of FadD28 bisubstrate probe binding, primary screen, biochemical, fluorescence polarization, single point | Mycobacterium tuberculosis FadD28 fatty-acid-AMP ligase | actives 0.22% (n = 360,000) | AID 588549, 2011 | inhibition, % at 12.5 µM; in the data active = inhibition above about 8.5%, passing the limit was not always enough; inconclusive = no clear call, values can overlap the other calls
# MazEF act = activators of E. coli MazEF toxin-antitoxin RNase, primary screen, biochemical, fluorescence, uHTS. FAM/BHQ RNA-DNA oligo cleavage fluorescence, 5 h. actives 0.32% (n = 350,000). activation, % at 20 µM; in the data active = activation above about 50%
# Target sequence (P0AE70 whole entry, looked up): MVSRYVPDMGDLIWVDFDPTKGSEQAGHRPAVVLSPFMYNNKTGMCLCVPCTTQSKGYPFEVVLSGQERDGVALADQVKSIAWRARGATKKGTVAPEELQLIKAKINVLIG
# PrPC surface inh = inhibitors of human cell surface prion protein PrPC, primary screen, cell-based, TR-FRET; Major prion protein (Homo sapiens), P04156; TR-FRET read-out; inhibition, % at 13.8 µM; actives 0.43% (n = 370,000); in the data active = inhibition above about 24%; note: 0% = median of the test wells and 100% = reference compound wells
# Mtb BioA inh = M. tuberculosis BioA enzyme inhibitors, primary screen, biochemical, plate reader, single point, HTS; inhibition, % at 9.99 µM; 7,8-diaminopelargonic acid synthase BioA (Mycobacterium tuberculosis); purified M. tuberculosis BioA enzyme; actives 0.096% (n = 360,000); AID 602481, 2012; in the data active = inhibition above about 40%; inconclusive = no clear call, values can overlap the other calls
# BoNT F protease = BoNT/F light chain protease inhibitors, primary screen, biochemical, flow cytometry, MLPCN library; Botulinum neurotoxin type F light chain protease (Clostridium botulinum); Multiplex microsphere protease cleavage assay; inhibition, % at 10 µM; actives 0.22% (n = 360,000); AID 588497, 2011; in the data active = inhibition above about 35%, passing the limit was not always enough; inconclusive = no clear call, values can overlap the other calls; note: plate controls were buffer without enzyme for full effect and enzyme alone for no effect
# GDH-TPI counter = GDH-TPI coupling enzyme inhibitors, primary screen, artefact control for M. tuberculosis FBA inhibitor project, biochemical, absorbance, full deck. inhibition, % at 4.8 µM. actives 1.2% (n = 360,000). AID 588335, 2011. GDH-TPI coupled enzyme counterscreen, NADH absorbance; in the data active = inhibition above about 30%;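 note: 0% = DMSO wells and 100% = wells lacking the enzyme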
# Rv3671c protease = Rv3671c serine protease inhibitors, primary screen, biochemical, fluorescence polarization, M. tuberculosis H37Rv; P9WHR9; inhibition, % at 5.96 µM; actives 0.048% (n = 320,000); in the data active = inhibition above about 38%;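 note: extracellular domain of Rv3671c used as enzyme; 0% = enzyme with DMSO and 100% = no enzyme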
# UGM FP inh = M. tuberculosis UGM enzyme inhibitors, primary screen, biochemical, fluorescence polarization, single point; UDP-galactopyranose mutase (Mycobacterium tuberculosis (strain ATCC 25618 / H37Rv)), …; purified UGM, fluorescence polarization probe displacement; inhibition, % at 10 µM; actives 0.06% (n = 320,000); in the data active = inhibition above about 10%, passing the limit was not always enough; inconclusive = no clear call, values can overlap the other calls
# Target sequence (P9WIQ1 whole entry, looked up): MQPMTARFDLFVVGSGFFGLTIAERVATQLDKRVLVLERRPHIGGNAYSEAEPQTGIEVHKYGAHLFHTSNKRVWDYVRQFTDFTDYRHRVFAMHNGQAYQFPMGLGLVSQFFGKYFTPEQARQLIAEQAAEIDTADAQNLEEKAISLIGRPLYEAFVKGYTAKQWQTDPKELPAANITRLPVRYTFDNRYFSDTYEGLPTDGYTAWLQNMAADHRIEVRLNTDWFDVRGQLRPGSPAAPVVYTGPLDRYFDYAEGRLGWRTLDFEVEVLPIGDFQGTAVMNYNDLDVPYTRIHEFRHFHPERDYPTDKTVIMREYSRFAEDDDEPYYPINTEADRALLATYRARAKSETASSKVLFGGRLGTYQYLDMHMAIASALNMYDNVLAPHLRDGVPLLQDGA
# * hit, by the source's call; ? = inconclusive; / = not tested or not shown.
entry	mol	FBA Mtb inh	FadD28 FP inh	MazEF act	PrPC surface inh	Mtb BioA inh
1	Cn1c(O)c(C=NCCN2CCOCC2)c(=O)[nH]c1=S	2	0.9	7	11	-2.3
2	COc1ccc2oc(C(=O)N(C)CCOc3ccc(Cl)cc3)c(C)c2c1	-1	-4.8	1	-4	-0.3
3	Cc1sc2nc(CN3CCOCC3)[nH]c(=O)c2c1-c1ccccc1	3	-2.8	-2	-3	/
4	O=C(Nc1nnc(-c2ccc(Cl)cc2)o1)Nc1ccccc1Cl	12	0.4	9	10	/
5	O=C(CSc1cn[nH]n1)Nc1ccccc1C(F)(F)F	0	-0.6	2	1	-0.6
6	CN1C(C(=O)Nc2ccc(OC(F)(F)F)cc2)=CC(c2cccs2)=NS1(=O)=O	-3	-6.4	13	2	3.1
7	O=C(COC(=O)c1ccc(O)cc1)NC1CCCC1	3	-0.5	4	-2	-3.1
8	CCOC(=O)C1CCCN(S(=O)(=O)c2cc(OCC(N)=O)c(C)cc2Cl)C1 (stereo not given)	1	-2.7	5	-4	-0.9
9	COc1ccc(NC(=O)CSc2nnc(-c3ccncc3)o2)c([N+](=O)[O-])c1	-1	-0.2	7	-29	11
10	CCCC1(C2CCCC2)NC(=O)NC1=O (stereo not given)	-3	-4.2	6	4	-0.1
11	Cn1c(=O)c2c3c(sc2n2cnnc12)CCC3	-1	-0.1	-2	4	-2.6
12	CC1(C)NC(C)(C)/C(=C\c2cccs2)C(=O)C1=O	0	-0.8	1	-3	/
13	O=C1c2ccccc2C(O)N1Cc1ccc2c(c1)OCO2 (stereo not given)	1	-0.1	4	1	-0.5
14	COc1ccc(C(=O)Nc2ccc(N3CCN(C(=O)C(C)C)CC3)cc2)cc1[N+](=O)[O-]	1	-0.8	7	2	/
15	S=C(Nc1ccccc1)N1CCN(C2CCCCC2)CC1	-2	-0.4	4	-2	3.3

entry	BoNT F protease	GDH-TPI counter	Rv3671c protease	UGM FP inh
1	2	18	1	0.5
2	-2	0	-15	0.8
3	-3	-2	-7	-0.3
4	-9	6	-7	2.3
5	0	-3	-5	0.0
6	-4	19	-32	-1.9
7	14	13	0	2.6
8	-26	-1	2	-0.7
9	-6	8	7	2.0
10	-3	6	/	/
11	-2	10	8	-1.3
12	1	11	-12	0.0
13	-7	-3	4	3.2
14	-5	7	-4	2.5
15	-12	9	4	-2.4

# A draw from above in order of length of the SMILES, rising:
entry	mol	FBA Mtb inh	FadD28 FP inh	MazEF act	PrPC surface inh	Mtb BioA inh
11	Cn1c(=O)c2c3c(sc2n2cnnc12)CCC3	-1	-0.1	-2	4	-2.6
7	O=C(COC(=O)c1ccc(O)cc1)NC1CCCC1	3	-0.5	4	-2	-3.1
15	S=C(Nc1ccccc1)N1CCN(C2CCCCC2)CC1	-2	-0.4	4	-2	3.3
5	O=C(CSc1cn[nH]n1)Nc1ccccc1C(F)(F)F	0	-0.6	2	1	-0.6
1	Cn1c(O)c(C=NCCN2CCOCC2)c(=O)[nH]c1=S	2	0.9	7	11	-2.3
4	O=C(Nc1nnc(-c2ccc(Cl)cc2)o1)Nc1ccccc1Cl	12	0.4	9	10	/
2	COc1ccc2oc(C(=O)N(C)CCOc3ccc(Cl)cc3)c(C)c2c1	-1	-4.8	1	-4	-0.3
8	CCOC(=O)C1CCCN(S(=O)(=O)c2cc(OCC(N)=O)c(C)cc2Cl)C1 (stereo not given)	1	-2.7	5	-4	-0.9
9	COc1ccc(NC(=O)CSc2nnc(-c3ccncc3)o2)c([N+](=O)[O-])c1	-1	-0.2	7	-29	11
6	CN1C(C(=O)Nc2ccc(OC(F)(F)F)cc2)=CC(c2cccs2)=NS1(=O)=O	-3	-6.4	13	2	3.1

entry	BoNT F protease	GDH-TPI counter	Rv3671c protease	UGM FP inh
11	-2	10	8	-1.3
7	14	13	0	2.6
15	-12	9	4	-2.4
5	0	-3	-5	0.0
1	2	18	1	0.5
4	-9	6	-7	2.3
2	-2	0	-15	0.8
8	-26	-1	2	-0.7
9	-6	8	7	2.0
6	-4	19	-32	-1.9

# Later entries
entry	mol	FBA Mtb inh	FadD28 FP inh	MazEF act	PrPC surface inh	Mtb BioA inh
16	CN(C)C(=O)Cn1c(SCC(=O)NCc2ccc3c(c2)OCO3)nc2ccccc21	10	2.3	-7	5	-0.6
17	CCOc1ccc(S(=O)(=O)NCc2cccnc2)cc1	-1	/	-4	6	0.0
18	Cc1cc(S(=O)(=O)N2CCCC(N(C)CCc3ccccn3)C2)c(C)s1 (stereo not given)	-1	-2.2	/	-3	1.8
19	Cc1cc(S(=O)(=O)Nc2ccc3ccccc3c2)c(C)s1	-3	-4.1	-14	17	1.0
20	COc1cc(/C=N/NC(=O)c2ccncc2)ccc1OCCN1CCCCC1	0	-0.8	4	-1	/
21	COC(=O)c1cnc(Oc2ccc(NC(=O)NC(=O)c3c(F)cccc3Cl)cc2)cc1C(F)(F)F	-2	-2.2	2	8	/
22	CCC(C)(C(=O)NC1CCCC1)N(Cc1cccs1)C(C)=O (stereo not given)	-4	0.5	4	3	-1.3
23	O=C(Cn1nc(-c2ccc(N3CCOCC3)c([N+](=O)[O-])c2)c2ccccc2c1=O)N1CCCCC1	1	-0.1	6	-3	2.4
24	CCOc1ccccc1C(=O)NC1CC2CCCC(C1)N2Cc1nnnn1Cc1ccco1 (stereo not given)	3	0.7	8	-3	-0.6
25	CCCC(=O)Nc1ccccc1NC(=O)c1ccc(OC(C)=O)cc1	-3	-3.4	-2	3	1.1
26	CCN(CC(=O)NCc1ccc(F)cc1)C(=O)Cc1ccc(OC)cc1	1	/	0	-8	0.0
27	CC(Sc1ncccn1)C(=O)Nc1ccc2c(c1)OCO2 (stereo not given)	-3	-2.7	5	-1	-0.6
28	Cc1cc(C)c(C#N)c(N2CCSCC2)n1	11	-0.5	-2	4	-2.9
29	CCOc1ccc(CCNC(=O)CCc2nnc3ccc(N4CCOCC4)nn23)cc1	1	-3.2	12	7	0.5
30	CC(C)C[C@@H]1NC(=O)N(CCCn2ccnc2)C1=O	2	0.8	6	3	-0.1

entry	BoNT F protease	GDH-TPI counter	Rv3671c protease	UGM FP inh
16	-8	1	1	-2.4
17	4	-8	-2	0.2
18	-10	1	-5	0.4
19	2	-5	-13	0.2
20	-5	24	-5	-1.8
21	?	-7	4	-3.7
22	24	0	7	-0.6
23	/	6	2	-0.7
24	3	0	-5	2.8
25	3	-18	7	-1.5
26	11	1	1	-1.8
27	-4	1	-3	0.9
28	-13	6	2	1.8
29	-2	6	9	0.9
30	14	-1	4	3.1

# Later entries
entry	mol	FBA Mtb inh	FadD28 FP inh	MazEF act	PrPC surface inh	Mtb BioA inh
31	CC1C/C(=N/NC(=O)c2ccc(CSc3nc4ccccc4[nH]3)cc2)CC(C)(C)C1 (stereo not given)	2	-3.9	11	2	-0.3
32	O=C(N/N=C/C(Br)=C/c1ccccc1)c1cnccn1	0	-3.0	8	-17	/
33	Cc1c(Br)c([N+](=O)[O-])nn1CC(=O)NCc1cccs1	0	-2.1	-4	-9	1.2
34	O=C(Cc1c(F)cccc1Cl)NCCN1CCOCC1	4	-0.8	5	9	-2.6
35	O=C(COC(=O)c1cccc(-n2cnnn2)c1)Nc1c(Cl)cccc1C(F)(F)F	0	-4.4	-5	2	1.5
36	CCNC(=O)c1ccc(NS(=O)(=O)c2ccc3[nH]c(=O)[nH]c3c2)cc1	3	0.7	3	6	0.2
37	O=C(N/N=C/c1ccc(N2CCCCC2)o1)c1ccccc1[N+](=O)[O-]	-2	-1.9	-3	-4	-2.4
38	CCCNC(=O)C1(C)CCCN(C(=O)c2ccc3sccc3c2)C1 (stereo not given)	1	-3.1	/	6	-0.4
39	O=C(c1ccc(Cl)cc1)N1CCCCC(Sc2nnc(-c3ccc4c(c3)OCO4)o2)C1=O (stereo not given)	0	-2.3	-1	-7	-3.0
40	O=C(CCCC1=NS(=O)(=O)c2ccccc2N1)N1CCN(c2ccc(Cl)cc2)CC1	0	-0.2	8	-2	0.3
41	CCOC(=O)N1C2c3ccccc3C(c3ccccc32)N1C(=O)OCC	-1	-2.1	2	5	2.6
42	CCOCCOc1cccc(C(=O)NC(c2ccccc2)c2ccccc2)c1	1	1.0	-9	2	-2.3
43	COC(=O)c1ccccc1NC(=O)c1cnc2sccn2c1=O	-2	-3.2	-6	-4	-0.9
44	CCOC(=O)c1c(-c2cccs2)csc1NC(=O)C(C)(C)C	1	-0.1	-4	-3	3.0
45	CCCCNC(=O)c1onc(CSc2cccc(OC)c2)c1C(=O)NCCCC	0	-6.2	2	4	-1.6

entry	BoNT F protease	GDH-TPI counter	Rv3671c protease	UGM FP inh
31	12	-7	-95	2.5
32	?	37*	2	-0.5
33	-12	2	7	-0.7
34	5	0	7	0.4
35	-7	-5	-6	0.6
36	8	-4	0	-1.6
37	-3	3	-5	0.3
38	-6	-8	/	/
39	1	-6	-8	3.5
40	-1	8	-1	-1.2
41	-4	4	/	/
42	-2	1	-4	-0.7
43	-2	18	4	4.5
44	-7	-2	9	-3.7
45	-1	-4	-11	-1.9

# (continued)
entry	mol	FBA Mtb inh	FadD28 FP inh	MazEF act	PrPC surface inh	Mtb BioA inh
46	COc1ccc(CCNC(=O)CSc2nnc(NC(C)=O)s2)cc1OC	-3	-0.1	-4	-9	/
47	COc1ccccc1CNC(=O)C1CCC(=O)N1C(C)C (stereo not given)	-2	-3.2	-1	3	-0.5
48	COc1ccc(/C=C(\C#N)C(=O)OCC(=O)NC(=O)NCCC(C)C)cc1	1	-1.6	-4	5	/
49	COc1ccc(N/C=C2\CCc3ccccc3C2=O)cc1	-7	0.0	-26	5	4.2
50	CN(C)CCCNC(=S)Nc1ccc(-c2ccccc2)cc1	0	-2.8	5	-13	-0.4
51	O=c1[nH]c(=O)n(Cc2ccco2)c(O)c1C=NCc1cccs1	0	0.6	-1	-1	1.2
52	Cc1ccc(Nc2nc(N)nc(CSc3nc4ccccc4s3)n2)cc1	1	-4.5	-34	13	-1.4
53	Cc1onc(-c2ccccc2)c1C(=O)Nc1cccc(OC(C)C)c1	0	-3.5	-3	3	1.2
54	CCN1c2ccccc2NC2C1C(C(C)=O)C(=O)N2c1ccc(Cl)cc1 (stereo not given)	6	-2.4	-16	-7	-0.9
55	O=C(C=Cc1ccc2c(c1)OCO2)C1CC1	1	-1.4	4	-1	0.7
56	COc1cc2nc(C3CC3)n(NC(=O)c3ccc(Cl)cc3)c(=O)c2cc1OC	-1	-1.3	-1	9	/
57	CCC1(c2ccccc2)NC(=O)N(CC(=O)N2CCN(S(=O)(=O)c3ccccc3)CC2)C1=O (stereo not given)	5	1.6	-1	5	-1.3
58	CCN(C(=O)CN1CCCCCC1)c1c(N)n(Cc2ccccc2)c(=O)[nH]c1=O	5	-2.5	-5	-4	/
59	O=C(NCCO)C1(c2ccc(Cl)cc2)CCCC1	-1	-0.1	-10	1	0.6

entry	BoNT F protease	GDH-TPI counter	Rv3671c protease	UGM FP inh
46	-1	5	1	0.4
47	-6	-6	7	3.6
48	5	19	17	-2.7
49	-3	-3	-15	1.4
50	5	-4	-12	0.7
51	10	8	3	-0.1
52	-13	17	-44	-1.9
53	/	13	-1	-2.2
54	4	8	1	-1.1
55	-8	36*	/	/
56	17	-5	-3	-1.9
57	-8	-4	-7	1.6
58	-4	6	-11	5.9
59	-2	-8	2	3.8
